mcGAS inh – inhibitors of mouse cGAS | recombinant cGAS, Kinase-Glo ATP depletion luminescence | inhibition, % at 12.5 µM | hit rate 0.15% among 160,000;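 note: 0% = negative control wells and 100% = reference inhibitor with no enzyme activity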
hcGAS inh – blocks human cGAS activity; recombinant h-cGAS, ATP depletion, Kinase-Glo luminescence; hit rate 0.081% among 290,000; inhibition, % at 12.5 µM; Q8N884;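 note: 0% = vehicle reaction and 100% = reaction without DNA for no activity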
Target sequence (Q8N884 whole entry, looked up): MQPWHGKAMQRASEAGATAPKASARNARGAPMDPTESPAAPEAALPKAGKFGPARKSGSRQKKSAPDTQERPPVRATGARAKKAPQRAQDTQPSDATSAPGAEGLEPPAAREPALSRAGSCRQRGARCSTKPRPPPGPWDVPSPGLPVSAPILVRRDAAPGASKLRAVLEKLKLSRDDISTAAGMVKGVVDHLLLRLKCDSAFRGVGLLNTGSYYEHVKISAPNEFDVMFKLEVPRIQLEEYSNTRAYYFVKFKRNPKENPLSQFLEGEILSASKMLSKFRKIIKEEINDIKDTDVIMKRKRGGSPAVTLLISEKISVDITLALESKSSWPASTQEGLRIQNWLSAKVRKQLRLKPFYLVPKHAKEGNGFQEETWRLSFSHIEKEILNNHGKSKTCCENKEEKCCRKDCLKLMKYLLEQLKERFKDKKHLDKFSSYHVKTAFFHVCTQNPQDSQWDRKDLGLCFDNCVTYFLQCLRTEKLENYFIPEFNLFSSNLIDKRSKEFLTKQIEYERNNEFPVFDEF
NPYLR7 agonist – activates Aedes aegypti NPYLR7 receptor | HEK293T NPYLR7/Galpha15, GCaMP6s calcium fluorescence | activation, % at 10 µM | hit rate 0.15% among 270,000 | AID 1259423; in the data active = activation above about 40%;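 note: 0% = vehicle and 100% = reference agonist at the receptor; some compounds past the cut are filed as inactive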
* = called active by the depositor; / = no result given; & = joins results of further samples. Cut-off read from the data, not from the text of the source, unless noted: active = inhibition above about 40%; inactive = the rest.

SMILES | mcGAS inh | hcGAS inh | NPYLR7 agonist
O=C(NCCc1cc(F)cc(F)c1)c1ccc(-c2cccs2)[nH]c1=O | / | 1 | -3
COc1ccc(CCn2nnnc2C2(c3ccc(C)cc3)CC2)cc1 | -5 | -6 | -5
Cc1ccc(Nc2nc(N(C)C)nc3[nH]ncc23)cc1 | / | -13 | 4
COc1ccc(C2CC(c3cccs3)=NN2C(=O)CCC(=O)O)cc1OC (centres undefined) | / | -1 | -5
COc1ccccc1N1CCN(C(=O)c2cc(=O)c(OC)co2)CC1 | / | -6 | 7
c1ccc(CN=C2CCCc3ccccc3N2)cc1 | / | -4 | 6
CCC(=O)N1CCN(c2cc(Cl)nc(SCC(=O)NCCc3ccccc3)n2)CC1 | 0 | 4 | 3
O=C(NCc1ccccn1)c1cc(N2CCOCC2)nc2ccccc12 | / | -6 | 22
Cc1c(Cl)cccc1N=Cc1nc(-c2ccccc2F)oc1O | -7 | -5 | -7
Cc1ccsc1C(=O)NCc1cccnc1N1CCCC(O)C1 (centres undefined) | / | -4 | 21
c1ccc2ncc(CN3CCC[C@H]3c3nc(-c4ccc(-n5ccnc5)nc4)no3)cc2c1 | -7 | -8 | -9
Cn1cc(C(=O)N2CCOCC2)cc(NC(=O)c2ccc(F)c(F)c2)c1=O | 1 | 2 | -4
OC1(CCc2ccccc2)CCCNC1 (centres undefined) | / | 3 | -8
Cc1cc(C(C)NC(=O)N2CCC(C(O)c3ccccc3)CC2)c(C)o1 (centres undefined) | -3 | 2 | 6
O=C1NCCN2CCN(C(=O)CN3CCCCC3=O)CC12 (centres undefined) | / | -3 | 6
CC(C)(C)c1cc(CN2CCN(c3nc4ccccc4o3)CC2)[nH]n1 | -13 | -6 | 6
CSc1ccccc1CN1CCC(CCc2ccc(C(F)(F)F)cc2)CC1 | -8 | -5 | 1
CC(C)C(NC(=O)c1ccc(Cl)cc1)C(=O)NCCc1ncn(C)n1 (centres undefined) | / | -10 | 5
CCCNC(=O)Cn1nc(C2CC2)c2cnn(-c3ccc(C)c(C)c3)c2c1=O | / | 2 | -3
CCOC(=O)Nc1cccc(-c2nncn2C)c1 | -2 | -5 | -3
COc1cc(N2C[C@@H]3[C@@H]4CC[C@@H](C4)[C@@H]3C2)nc(N)n1 | / | -7 | 7
Cc1ccc(/C=C/c2nc(SCCO)n[nH]2)o1 | 20 | 4 | 0
CCCNC(=O)Cn1cnc2c(nnn2-c2cc(C)cc(C)c2)c1=O | -1 | 0 | -4
COc1ccc2nc(N=Cc3nc(-c4cc(OC)c(OC)c(OC)c4)oc3O)sc2c1 | / | -5 | -1
Cc1ncc(CN2CCCC2C(=O)Nc2ccc(-c3cccc(F)c3)cc2)cn1 (centres undefined) | / | -12 | 19
CCCC(=O)OCC(O)CN(CCc1nc(-c2ccccc2)no1)Cc1ccco1 (centres undefined) | -4 | -1 | 12
COc1ccccc1C1(CNc2ccc(C(=O)N(C)C)cn2)CC1 | / | -14 | 4
CCc1nc(CN2CCc3[nH]cnc3C2c2ccc(NC(C)=O)cc2)c(C)[nH]1 (centres undefined) | / | -7 | 7
CSc1nn(C)c2ncn(C(C)c3nc(C(C)(C)C)no3)c(=O)c12 (centres undefined) | / | 0 | -5
Cc1c(C(=O)NCc2cccc(C(F)(F)F)c2)sc(=O)n1Cc1ccc(C(=O)N(C)C)cc1 | / | -9 | -1
CCOC(=O)c1sc(NC(=O)c2ccc(S(=O)(=O)N(CC)CC)cc2)c(C(=O)OCC)c1C | -6 | -9 | -1
COC(=O)C1=C(O)/C(=C\c2ccc(O)c([N+](=O)[O-])c2)SC1=Nc1ccccc1F | 9 | 3 | -6
CC1SC(c2ccc(Cl)c(Cl)c2)N(CCN2CCN(C(=O)Nc3ccc(C(F)(F)F)cc3)CC2)C1=O (centres undefined) | -8 | -1 | /
Ic1ccc(C2=Nc3nnnn3C(c3ccccc3)C2)cc1 (centres undefined) | / | -16&-3 | 0&-5
CCCc1nc(CN(CC)C(=O)[C@@H]2CCC(=O)N2)no1 | / | 0 | 1
O=C(NC1CC1)c1cc2n(n1)CCCNC2 | / | -2 | 15

An excerpt from above in order of molar mass, high to low:
SMILES | mcGAS inh | hcGAS inh | NPYLR7 agonist
CC1SC(c2ccc(Cl)c(Cl)c2)N(CCN2CCN(C(=O)Nc3ccc(C(F)(F)F)cc3)CC2)C1=O (centres undefined) | -8 | -1 | /
CCOC(=O)c1sc(NC(=O)c2ccc(S(=O)(=O)N(CC)CC)cc2)c(C(=O)OCC)c1C | -6 | -9 | -1
Cc1c(C(=O)NCc2cccc(C(F)(F)F)c2)sc(=O)n1Cc1ccc(C(=O)N(C)C)cc1 | / | -9 | -1
COc1ccc2nc(N=Cc3nc(-c4cc(OC)c(OC)c(OC)c4)oc3O)sc2c1 | / | -5 | -1
COC(=O)C1=C(O)/C(=C\c2ccc(O)c([N+](=O)[O-])c2)SC1=Nc1ccccc1F | 9 | 3 | -6
Ic1ccc(C2=Nc3nnnn3C(c3ccccc3)C2)cc1 (centres undefined) | / | -16&-3 | 0&-5
CSc1ccccc1CN1CCC(CCc2ccc(C(F)(F)F)cc2)CC1 | -8 | -5 | 1
Cc1ncc(CN2CCCC2C(=O)Nc2ccc(-c3cccc(F)c3)cc2)cn1 (centres undefined) | / | -12 | 19
CCCNC(=O)Cn1nc(C2CC2)c2cnn(-c3ccc(C)c(C)c3)c2c1=O | / | 2 | -3
CC(C)C(NC(=O)c1ccc(Cl)cc1)C(=O)NCCc1ncn(C)n1 (centres undefined) | / | -10 | 5
CCCNC(=O)Cn1cnc2c(nnn2-c2cc(C)cc(C)c2)c1=O | -1 | 0 | -4
CC(C)(C)c1cc(CN2CCN(c3nc4ccccc4o3)CC2)[nH]n1 | -13 | -6 | 6
COc1ccccc1C1(CNc2ccc(C(=O)N(C)C)cn2)CC1 | / | -14 | 4
O=C1NCCN2CCN(C(=O)CN3CCCCC3=O)CC12 (centres undefined) | / | -3 | 6
CCCc1nc(CN(CC)C(=O)[C@@H]2CCC(=O)N2)no1 | / | 0 | 1
COc1cc(N2C[C@@H]3[C@@H]4CC[C@@H](C4)[C@@H]3C2)nc(N)n1 | / | -7 | 7
Cc1ccc(/C=C/c2nc(SCCO)n[nH]2)o1 | 20 | 4 | 0
CCOC(=O)Nc1cccc(-c2nncn2C)c1 | -2 | -5 | -3
O=C(NC1CC1)c1cc2n(n1)CCCNC2 | / | -2 | 15

(further entries)
SMILES | mcGAS inh | hcGAS inh | NPYLR7 agonist
CO[C@H]1C(=O)N(C)C2(CCN(C(=O)COc3ccccc3)CC2)[C@@H]1C(=O)Nc1ccccc1 | -2 | 10 | 13
CC(=O)N1N=C(c2cccs2)CC1c1ccc(C)o1 (centres undefined) | / | 0 | -3
Cn1cc(CCC(=O)N2CCCCC2)cc1C(=O)N1CCN(C2CCCCC2)CC1 | -6 | -8 | /
CCC(C(=O)N1CCN(c2nc(C)nc(C)c2Cc2ccc(F)cc2)CC1)c1ccccc1 (centres undefined) | -9 | -7 | 2
CN(Cc1csc(C23CC4CC(CC(C4)C2)C3)n1)[C@@H]1CS(=O)(=O)C[C@H]1O | / | -5&-9 | 12
COCCCNc1nc2nonc2nc1N1CCN(Cc2cccc(F)c2)CC1 | / | -9 | 7
COc1cccc(CN(C)C(=O)c2sc(=O)n(Cc3ccccc3F)c2C)c1 | / | -8 | 11
Cc1cccc(C)c1Nc1c(CCc2ccccc2)nc2ncccn12 | -3 | -3 | -1
COc1ccc(C2=NN(C(=O)CN3CCN(c4ccccc4F)CC3)C(c3ccccc3Cl)C2)c(OC)c1 (centres undefined) | -4 | -4 | 0
CC(C)(C)OC(=O)CSc1nc2ccccc2c(=O)n1C1CCCC1 | / | -2 | -5
COc1cccc(-c2ncc(CNC(=O)c3cn[nH]n3)s2)c1 | -4 | 3 | -4
Cc1ccc(C(=O)N2CCN(c3ccc(-n4cccn4)nn3)CC2)cc1C | / | -5 | 9
NC1CCN(c2c(F)cc3c(=O)c(C(=O)O)cn(C4CC4)c3c2Cl)C1 (centres undefined) | / | -2 | 2
Cc1ccccc1OCCN1C(=O)NC2(CCCc3sccc32)C1=O (centres undefined) | / | -5 | 7
Nc1ccc(N2CCC(Cc3ccccc3)CC2)c(C(=O)N2CCCC2)c1 | / | -6 | 16
CCC1CCCCN1c1nc(-c2ccc(Oc3ccccc3)cc2)nc2ccccc12 (centres undefined) | -5 | -7 | -1
CN1CC2(CCCN(C(=O)CCN3Cc4ccccc4C3)C2)OC1=O (centres undefined) | -7 | -2 | 4
Cc1ccc(CN(C)CN2C(=O)NC3(CCCCC3)C2=O)cc1 | -6 | -15 | 19
O=C(CN1CCN(c2ncc(C(F)(F)F)cc2Cl)CC1)Nc1ccnn1C1CCCC1 | / | -4 | 3
O=C(O)c1ccccc1NC(=O)c1cc2cc(Br)ccc2oc1=O | -5 | -3 | 1
Cc1cc(C)c(S(=O)(=O)N(CC(=O)N(Cc2ccccc2)Cc2sccc2C)C2CCCCC2)c(C)c1 | -3 | 1 | 4
Cc1nc(SCc2ccc(C(=O)NCC3CCCO3)cc2)nc(N2CCN(c3ccccc3F)CC2)c1C (centres undefined) | -9 | -7 | 6
O=C(Nc1nccs1)Nc1c[nH]c2ccccc12 | 0 | 2 | -2
CC(CC(=O)c1ccccc1F)C(=O)N(C)C1CCN(C)C1=O (centres undefined) | / | -16 | 7
Cc1noc(C)c1S(=O)(=O)NC(C)c1ccccc1Br (centres undefined) | -4 | 0 | 7
Cc1ccc(C(O)=C2C(=O)C(=O)N(c3nncs3)C2c2ccc(C(C)(C)C)cc2)cc1 (centres undefined) | 1 | 16 | 4
COc1ccccc1-c1nccn1CCc1n[nH]c(=O)[nH]1 | -13 | -7 | /
CCN(C(=O)c1ccc(OCc2csc(C)n2)c(OC)c1)C1CCCCC1 | / | 5 | -4
CN(C)CCCN(C(=O)CN1C(=O)c2ccccc2C1=O)c1nc2c(Cl)cccc2s1 | -7 | -2 | 8
CCOc1ccc(-c2ccnc(-c3ccccc3F)n2)cc1C(=O)O | / | -4 | 2
NC(=O)CSc1nc(-c2ccccc2)c(NC(=O)CCC2CCCC2)s1 | -9 | -7 | -2
Cc1nn(CNC2(c3ccc(F)cc3)CCCC2)c(=S)n1Cc1ccccc1 | -11 | -5 | 3
Cc1cc(-c2nnc(NC(=O)c3nc4ccccc4s3)o2)n(C)n1 | -1 | 1 | -6
O=C(NCCc1ccccn1)c1ccc(SCc2ccccc2)nc1 | 1 | 0 | -12
COc1cc(CN2CCCn3cccc3C2c2ccoc2)ccc1O (centres undefined) | -4 | -5 | 1
Cc1cc(C(C)C)n2c(nc3ccccc32)c1C#N | / | 0 | -8
CO[C@H]1CN(CC2CC2)[C@H]2Cc3c(n(CCO)c4ccccc34)[C@@H]1C2 | -7 | -3 | 33
Cc1[nH]cnc1CN1CCCN(C(=O)c2ccco2)CC1 | / | -3 | 6
COc1ccc(Nc2nc(N3CCN(c4ccccc4OC)CC3)nc3nccnc23)cc1 | / | -1 | -2
CN1CCN(C(=O)CCC2CCCN(Cc3ccccc3-c3ccco3)C2)CC1 (centres undefined) | / | -6 | 6
CCCCCC(=O)N1CC(=O)N2CC(C)c3ccccc3C2C1 (centres undefined) | -9 | -6 | 3
O=C(O)Cc1ccc2ccccc2c1Br | / | -7 | -24
COc1ccccc1OCCSc1nc2ncnc(N)c2[nH]1 | 0 | 4 | -9
CC(C)CNC(=O)Cc1csc(Nc2ccc(OC(F)(F)F)cc2)n1 | / | -11 | 8
O=C(CNS(=O)(=O)c1cccs1)N1CCC1c1ccc(F)cc1 (centres undefined) | -10 | -6 | 2
CC1CC(CC(=O)NC(C(N)=O)C(C)C)CC(C)(C)C1 (centres undefined) | / | -4 | 0
C=CCc1cccc2cc(C(=O)N3CCN(C(=O)c4ccccc4)CC3)c(=O)oc12 | -7 | -5 | 3
CCOC(=O)C1CCN(C(c2ccc([N+](=O)[O-])cc2)C2Sc3nc(CC)nn3C2=O)CC1 (centres undefined) | -8 | -10 | -1

Reprinted from the part before: 2 entries; new compounds follow.
SMILES | mcGAS inh | hcGAS inh | NPYLR7 agonist
C=CCc1cccc2cc(C(=O)N3CCN(C(=O)c4ccccc4)CC3)c(=O)oc12 | -7 | -5 | 3
CCOC(=O)C1CCN(C(c2ccc([N+](=O)[O-])cc2)C2Sc3nc(CC)nn3C2=O)CC1 (centres undefined) | -8 | -10 | -1
COc1cc(C)c(C(C)C)cc1S(=O)(=O)NCc1ccco1 | / | -3 | 6
Cc1ccc(-n2c(SCC(=O)NC(C)C(C)C)nc3ccccc3c2=O)nc1 (centres undefined) | / | -13 | 20
CC(C)(C)OC(=O)N/N=C\c1ccccc1OCC#N | / | 3 | 1
COc1cccc(NC(=O)CSc2nc(=O)n3cc(Cl)ccc3n2)c1 | / | -8 | 8
COc1cccc(CN(Cc2nc(C(=O)N3CCCC3)co2)C2CC2)c1 | -8 | -6 | -1

Screens (PubChem BioAssay)
